# Compound activity: PubChem BioAssay, several laboratories
# RGS4-Gao reg: human RGS4-Galphao interaction regulation. Multiplexed bead flow cytometry, RGS4-Galphao binding; actives lie on both sides. binding response (% of control), % at 10 µM. 220,000 compounds, 0.33% hits. P09471; in the data active means binding response below about 49% or above about 150%; inactive means in between;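 further: fluorescent Galphao activated with aluminum fluoride binding bead-coupled RGS4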
# Target sequence (P09471 whole entry, looked up): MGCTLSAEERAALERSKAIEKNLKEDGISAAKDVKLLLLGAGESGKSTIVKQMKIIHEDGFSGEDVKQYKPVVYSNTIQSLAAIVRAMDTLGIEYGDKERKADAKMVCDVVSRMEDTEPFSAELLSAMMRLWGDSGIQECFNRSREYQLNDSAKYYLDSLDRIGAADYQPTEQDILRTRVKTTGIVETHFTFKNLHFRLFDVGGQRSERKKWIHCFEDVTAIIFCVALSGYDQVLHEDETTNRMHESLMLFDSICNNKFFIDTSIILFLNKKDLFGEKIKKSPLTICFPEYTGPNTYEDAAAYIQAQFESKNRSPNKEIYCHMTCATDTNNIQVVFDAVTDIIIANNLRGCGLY
# Bcl-2 Bim block: human Bim-Bcl-2 interaction inhibition | AID 950 | P10415 | 190,000 compounds, 0.06% hits | Bead-based flow cytometry, Bim peptide-Bcl-2 binding | inhibition, % at 10 µM; in the data active means inhibition above about 40%; inconclusive means no clear call, values can overlap the other calls;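 further: 0% = no compound wells with probe peptide and 100% = reference peptide inhibitor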
# Target sequence (P10415 whole entry, looked up): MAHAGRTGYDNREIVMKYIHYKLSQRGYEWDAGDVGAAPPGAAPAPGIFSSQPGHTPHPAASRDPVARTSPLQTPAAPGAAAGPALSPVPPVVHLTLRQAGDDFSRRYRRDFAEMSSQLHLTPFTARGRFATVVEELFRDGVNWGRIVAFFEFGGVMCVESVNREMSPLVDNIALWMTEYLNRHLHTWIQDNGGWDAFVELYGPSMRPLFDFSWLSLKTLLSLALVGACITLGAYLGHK
# Bcl-W Bim block: disrupts Bim peptide binding to human Bcl-W; AID 952; inhibition, % at 10 µM; 190,000 compounds, 0.02% hits; bead-based flow cytometry; Q92843;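 further: 0% = bound tracer without compound and 100% = peptide blocker; higher means less fluorescent Bim peptide bound to Bcl-W beads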
# Target sequence (Q92843 whole entry, looked up): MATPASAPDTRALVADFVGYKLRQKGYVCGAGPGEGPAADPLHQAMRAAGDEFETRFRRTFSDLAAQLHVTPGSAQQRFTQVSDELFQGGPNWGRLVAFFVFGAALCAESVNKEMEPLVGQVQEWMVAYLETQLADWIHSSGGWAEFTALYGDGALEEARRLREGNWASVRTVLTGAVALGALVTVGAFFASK
# RGS7-Gao reg: regulators of human RGS7-Galphao interaction; Multiplexed bead flow cytometry, RGS7-Galphao binding; actives lie on both sides; binding response (% of control), % at 10 µM; 220,000 compounds, 0.35% hits; AID 1439; in the data active means binding response below about 49% or above about 150%; inconclusive means no clear call, values can overlap the other calls; inactive means in between;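 further: fluorescent Galphao held in activated GDP-AlF4 state binding bead-coupled RGS7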
# Bim-Mcl-1: disrupts Bim peptide binding to human Mcl-1; Bead-based flow cytometry, Bim peptide-Mcl-1 binding; 190,000 compounds, 0.1% hits; Q07820; inhibition, % at 10 µM;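 further: 0% = no compound tracer wells and 100% = peptide blocker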
# Mcl1 Bid PPI: disrupts binding of human Mcl-1 to Bid peptide | Q07820 | TR-FRET Mcl-1/Bid-Dy647 peptide binding, 1536-well | inhibition, % at 21.7 µM | 220,000 compounds, 0.97% hits;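 active means compounds that cut the binding signal by more than half at the single screening dose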;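 further: His-tagged Mcl-1 with europium anti-His antibody binding Bid BH3 peptide; 0% = Mcl-1 plus peptide wells and 100% = peptide-only wells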
# Bfl-1 Bim block: disrupts Bim binding to human Bfl-1. Q16548. Bead-based flow cytometry, Bim-Bfl-1 binding inhibition. inhibition, % at 10 µM. 190,000 compounds, 0.12% hits;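 further: 0% = wells without compound plus tracer and 100% = blocker peptide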
# Mcl1-Noxa inh: Mcl-1/Noxa interaction inhibition; Q07820; TR-FRET Mcl-1/Noxa peptide binding, 2 h; inhibition, % at 21.7 µM; 220,000 compounds, 1.5% hits; AID 1022;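 active means compounds that cut the protein-peptide binding signal by more than 50% relative to plate controls in a single-dose test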;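 further: His-tagged Mcl-1 with rhodamine Noxa BH3 peptide and terbium anti-His antibody; 0% = Mcl-1 plus Noxa peptide wells and 100% = peptide-only wells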
# Bcl-XL Bim block: disrupts Bim peptide binding to human Bcl-XL | Q07817 | bead flow cytometry, fluorescence | 190,000 compounds, 0.04% hits | inhibition, % at 10 µM
# Bcl-B Bim block: disrupts Bim peptide binding to human Bcl-B | Q9HD36 | bead-based flow cytometry | inhibition, % at 10 µM | 190,000 compounds, 0.073% hits | AID 951;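 further: 0% = tracer peptide without compound and 100% = reference inhibitor peptide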
# Target sequence (Q9HD36 whole entry, looked up): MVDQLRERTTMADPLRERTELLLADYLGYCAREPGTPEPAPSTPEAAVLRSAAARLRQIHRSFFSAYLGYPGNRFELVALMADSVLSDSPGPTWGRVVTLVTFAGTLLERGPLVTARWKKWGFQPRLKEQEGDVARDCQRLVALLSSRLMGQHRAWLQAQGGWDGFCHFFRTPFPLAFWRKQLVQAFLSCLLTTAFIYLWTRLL
# RGS8-Gao reg: human RGS8-Galphao interaction regulation | response (percent of control binding), % at 10 µM | multiplexed bead flow cytometry, RGS8-Galphao binding; actives lie on both sides | 220,000 compounds, 0.34% hits; in the data active means response below about 60% or above about 140%; inactive means in between;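 further: Galphao activated as the GDP aluminium fluoride complex binding bead-coupled RGS8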
# Numbers without * were called inactive; ? = inconclusive; · = no result given. Unless noted, no stated cut-off is given here; in the data, active means inhibition above about 40%.
no.	Structure	RGS4-Gao reg	Bcl-2 Bim block	Bcl-W Bim block	RGS7-Gao reg	Bim-Mcl-1	Mcl1 Bid PPI	Bfl-1 Bim block	Mcl1-Noxa inh	Bcl-XL Bim block	Bcl-B Bim block	RGS8-Gao reg
1	CN(C)S(=O)(=O)c1ccc(C(=O)Nc2nnc(Cc3ccccc3)s2)cc1	99	-12	-2	97	0	-5	-15	-3	-18	-14	94
2	CCOc1ccc(NC(=O)c2ccc(CNc3c(NC4CCCCC4)c(=O)c3=O)cc2)cc1	89	9	4	87	9	-10	2	11	1	14	100
3	CC(C)C[C@H](NC(=O)OC(C)(C)C)C(=O)N/N=C/C1=Cc2ccccc2OC1C (some centres undefined)	97	-15	-3	97	-6	6	-20	0	-10	-10	97
4	O=C(CN1CCOc2ccccc21)NCc1cccs1	101	-10	-4	99	-5	-33	-19	3	-6	-14	101
5	Cc1nn(C(C)(C)C)c(OC(=O)c2ccc3c(c2)OCO3)c1Sc1ccccc1	102	0	4	99	1	-43	-10	1	-4	-6	100
6	O=C(O)C1CC=CCC1C(=O)Nc1cccc([N+](=O)[O-])c1 (centres undefined)	103	0	0	?	-4	-45	6	11	2	0	103
7	CCOc1ccc(C2=Nn3c(nnc3-c3ccco3)SC2)cc1	106	1	9	105	8	-6	2	-2	18	9	103
8	Cc1cccc(OCC(=O)NNC(=O)C2CCCCC2C(=O)O)c1 (centres undefined)	97	0	3	96	0	-24	0	12	0	1	101
9	COc1cc(NC(=O)c2cc3nc(C)cc(C)n3n2)c(OC)cc1Cl	99	-5	0	98	-2	-43	-9	23	-5	-4	99
10	O=C1CC(c2ccc3c(c2)OCO3)c2cc3c(cc2N1)OCCO3 (centres undefined)	101	-3	-5	99	-3	10	-8	-18	-13	-6	99
11	Cc1ccc(Sc2ccc(CN3CCCCC3)cc2[N+](=O)[O-])cc1	93	0	-2	91	-5	0	1	14	-2	1	97
12	CCOc1cc(/C=N/n2cnnc2)ccc1OC(=O)c1cccc([N+](=O)[O-])c1	95	-4	-4	101	-3	1	-2	19	-3	-7	99
13	Cc1cc(C(=O)Nc2cccc(O)c2)co1	88	0	-1	85	-1	-43	0	15	-1	0	90
14	COc1ccccc1CNC(=O)C1CCCN(S(=O)(=O)c2cccc3cccnc23)C1 (centres undefined)	102	-8	0	102	0	-14	-10	1	-6	-5	103
15	C[C@@H](C(=O)NCCc1c[nH]c2ccccc12)[C@H]1C[C@]1(C)[C@H](NC(=O)OCc1ccccc1)c1ccccc1	102	0	4	94	0	-9	1	1	2	-3	95
16	O=[N+]([O-])C(=C1SCCS1)C(=C(Cl)Cl)N1CCCCC1	103	-3	-2	100	1	-18	-5	12	0	0	100

# Part of the list above, with values under each structure:
# Screens in order – RGS4-Gao reg | Bcl-2 Bim block | Bcl-W Bim block | RGS7-Gao reg | Bim-Mcl-1 | Mcl1 Bid PPI | Bfl-1 Bim block | Mcl1-Noxa inh | Bcl-XL Bim block | Bcl-B Bim block | RGS8-Gao reg
(3) CC(C)C[C@H](NC(=O)OC(C)(C)C)C(=O)N/N=C/C1=Cc2ccccc2OC1C (some centres undefined)
    97 | -15 | -3 | 97 | -6 | 6 | -20 | 0 | -10 | -10 | 97
(4) O=C(CN1CCOc2ccccc21)NCc1cccs1
    101 | -10 | -4 | 99 | -5 | -33 | -19 | 3 | -6 | -14 | 101

# (listing goes on)
no.	Structure	RGS4-Gao reg	Bcl-2 Bim block	Bcl-W Bim block	RGS7-Gao reg	Bim-Mcl-1	Mcl1 Bid PPI	Bfl-1 Bim block	Mcl1-Noxa inh	Bcl-XL Bim block	Bcl-B Bim block	RGS8-Gao reg
17	CCn1c(CSc2nc(C)cc(C)n2)nnc1SCC(=O)Nc1nc(-c2ccccc2)cs1	101	0	1	101	-1	-41	2	15	-1	-1	98
18	C(=N\NC1=Nc2cccc3cccc1c23)/c1ccccc1	90	-8	-2	88	-2	-19	3	6	-8	-20	94
19	CCOC(=O)C1=C(C)C(c2ccccc2OC)NC(=S)N1 (centres undefined)	99	0	0	101	1	-146	6	-8	4	-7	106
20	O=C(CC(c1ccccc1)c1cc(Br)ccc1O)N1CCCCC1 (centres undefined)	95	·	·	?	·	0	·	5	·	·	99
21	O=C(CSc1nnc(CNC(=O)c2cccs2)o1)NCc1ccc(F)cc1	101	-9	1	102	1	-9	-9	1	-13	-5	97
22	O=C(Nc1nnc(-c2ccncc2)o1)c1cccc(N2C(=O)CCC2=O)c1	102	-4	0	?	1	-45	-5	24	0	-3	98
23	Cc1ccc(NC(=O)C(CC(C)C)NC(N)=O)cc1 (centres undefined)	102	0	-1	100	-3	-21	-2	-5	0	-4	103
24	Cc1occc1-c1nnc(SCC(=O)N2CCCc3ccccc32)n1Cc1ccco1	103	-11	0	99	-3	-1	-10	20	-4	-6	102
25	CCOc1ncccc1C(=O)OCc1c(F)cccc1Cl	99	-3	0	?	0	-1	-5	-11	0	-1	100
26	COc1ccc(N(CC(=O)N/N=C/c2ccc(-c3ccc([N+](=O)[O-])cc3)o2)S(=O)(=O)c2ccc(C)cc2)cc1Cl	97	-2	14	102	0	-26	-10	6	0	-4	98
27	O=C1C2C3C=CC(C2C(=O)N1c1nccs1)C1C(=O)N(c2nccs2)C(=O)C31 (centres undefined)	99	-3	-3	?	0	-45	-6	7	-5	-5	97
28	CCOC(=O)c1ccccc1NC(=O)c1cccs1	101	-4	-1	104	-2	-8	-14	0	-6	-6	103
29	Cc1nc2c(-c3ccc(F)cc3)c(C)nn2c(C)c1CCC(=O)Nc1ccccc1	94	·	·	?	·	1	·	-13	·	·	100
30	O=C(c1ccc(NS(=O)(=O)c2cccc3cccnc23)cc1)N1CCCCC1	102	0	0	99	0	-32	-6	3	0	-2	101
31	C=C1c2ccccc2NC(=S)N1Cc1ccc2c(c1)OCO2	98	-6	-1	99	-2	-28	-1	28	-2	-20	100
32	Cc1ccc(-c2nnn(CC(=O)N(CC3CCCO3)C(C(=O)NC3CCCCC3)c3ccc(F)cc3)n2)o1 (centres undefined)	98	3	-4	96	-1	-28	-1	-6	-4	-1	103
33	CN1CCN(S(=O)(=O)c2ccc(NC(=O)Cc3cccs3)cc2)CC1	102	0	0	99	0	-35	-3	13	-3	-3	102
34	c1cnc2nc(-c3ccc4c(c3)OCO4)cn2c1	97	-4	-1	99	0	-36	-2	35	-2	-2	99
35	Nc1nc(Cl)nc2ccc(Br)cc12	102	0	0	98	-1	3	0	3	1	-6	103
36	COc1ccc(N2CCCn3c2nc2c3c(=O)n(Cc3ccccc3F)c(=O)n2C)c(OC)c1	101	0	2	104	0	-95	0	17	0	1	96
37	Cc1nn(Cc2cccc(C(=O)Nc3ccn(Cc4ccccc4F)n3)c2)c(C)c1[N+](=O)[O-]	99	1	4	100	-5	-39	1	7	-1	-3	96
38	O=S(=O)(c1ccccc1)N1CCN(C(=S)NCCCN2CCOCC2)CC1	103	-3	0	113	-2	-5	3	7	-1	0	101
39	COc1ccccc1CNC(=O)c1cn(C)c2ccc(S(=O)(=O)N3CCCCC3)cc2c1=O	104	-4	-4	?	3	-30	-1	-38	-3	-5	103
40	Cc1cccc2c(=O)cc(C(F)(F)F)[nH]c12	79	·	·	?	·	-26	·	4	·	·	88
41	COc1ccc(OC)c(-c2[nH]nc3c2C(c2ccco2)C(C#N)=C(N)O3)c1 (centres undefined)	95	-1	1	92	6	-37	-10	34	0	-5	97
42	CCNC(=O)CC1C(=O)N(c2ccccc2)C(=O)N1CCc1ccc(OC)cc1 (centres undefined)	103	-3	0	99	-2	-30	0	-7	-2	-1	98
43	CCOC(=O)N1CCN(C(=O)CCCOc2ccccc2)CC1	97	-2	-2	96	-1	2	0	-3	0	-1	99
44	Cc1nc2ccccc2n1CCN1CCOCC1	92	-3	0	87	-2	8	-5	33	-1	-6	94
45	Cn1c(SCc2cc(=O)[nH]c(C(C)(C)C)n2)nnc1C(F)(F)F	99	·	·	?	·	-2	·	4	·	·	100
46	N#CC1=C(N)NC(SCC(=O)c2ccc(Br)cc2)=C(C#N)C12CCCCC2	111	-4	-1	106	-7	6	2	17	-6	-13	136
47	COc1ccc(NC(=O)c2cc3n(n2)C(C(F)(F)F)CC(c2ccc4c(c2)OCO4)N3)cc1OC (centres undefined)	102	2	1	104	-1	-61	-1	8	-2	-2	106
48	CCOC(=O)C1CCCN(S(=O)(=O)c2ccc(OC)cc2)C1 (centres undefined)	96	-5	1	96	-1	11	-10	-1	-2	-3	98
49	CCc1c(C)nc2c(C#N)c[nH]n2c1=O	97	-2	2	98	-1	-4	-3	31	0	-3	102
50	CCOC(=O)/C=C/C(=O)Nc1ccccc1C(=O)NC1CCCCC1	95	0	-4	94	0	-13	-3	0	-6	-4	78
51	O=C(O)CC1SC(=Nc2ccccc2)N(c2ccccc2)C1=O (centres undefined)	100	8	-3	102	-2	-6	1	5	-4	2	101
52	COc1cc(CNc2ccc(CNc3ncn[nH]3)cc2)ccc1OCc1ccccc1	93	4	4	89	8	-64	7	-13	7	16	91
53	CCN1CCN(C(=S)NCCc2ccccc2)CC1	96	0	0	94	2	4	2	11	0	-4	101
54	Cc1ccc(NC(=O)C(C)OC(=O)c2ccc(NS(=O)(=O)c3ccc(F)c(F)c3)cc2)cc1 (centres undefined)	101	3	1	98	0	-61	2	18	0	-3	103
55	O=C1CCC([N+](=O)[O-])C(c2ccc3c(c2)OCO3)N1 (centres undefined)	103	-2	1	102	0	0	-1	-15	0	0	102
56	C/C(=N\NC(=O)CCCNc1cccc(C)c1)c1ccncc1	87	3	1	77	0	-45	2	-12	0	1	93
57	COc1ccccc1CCNS(=O)(=O)c1c(C)n(C)c(=O)n(C)c1=O	114	-9	0	110	-3	-23	-11	-5	-2	-8	93
58	N#Cc1ccc(Oc2cc(C(F)(F)F)nc(-c3ccccn3)n2)cc1	97	-14	-3	94	-6	-13	-20	21	-7	-9	97
59	O=C(c1cccc(F)c1)N1CCN(C(=O)c2cc(-c3ccc(Cl)cc3Cl)on2)CC1	101	-8	0	95	0	11	-11	7	0	-6	102
60	CCNC(=S)N/N=C(\C)c1cccc(C(F)(F)F)c1	107	-3	-3	107	-2	-58	-1	12	0	-2	104
61	CC(=O)c1cc2c(C)cc(=O)oc2cc1O	101	-7	-4	97	-6	-28	-17	·	-14	-12	102
62	CCN(CC)S(=O)(=O)c1ccc(C(=O)NCc2ccc3[nH]c4c(c3c2)CCCC4)cc1	106	13	14	106	4	-7	17	2	6	3	102
63	Cn1c(=O)c2c(nc(NC(Cc3ccccc3)C(=O)O)n2Cc2ccccc2)n(C)c1=O (centres undefined)	98	-8	-1	101	-5	-16	-17	10	-8	-8	99
64	CCc1cccc(NC(=O)Cn2c(-c3ccccc3)cc(C(C)=O)c2C)c1	98	5	-2	100	1	-14	0	-25	-1	0	84
65	O=C(NCCOc1ccccc1Cl)C(=O)c1c[nH]c2ccccc12	102	-8	-1	108	-2	-14	-5	10	-6	-5	105
66	Cc1ccc(C(=O)Nc2ncc(Cc3ccc(F)cc3)s2)o1	97	-11	-6	96	-5	-65	-22	2	-8	-8	97
67	COc1ccc(CCNc2nnc(C)c(=O)[nH]2)cc1OC	98	-12	-3	96	-5	-18	-18	28	-10	-8	100
68	Cc1nc(SCC(=O)Nc2ccc3c(c2)OCO3)c(C#N)c2c1CCCC2	100	-8	1	99	-1	-26	-12	9	-14	-8	101
69	O=C(CC(c1ccccc1)c1ccccc1O)NCCN1CCOCC1 (centres undefined)	99	-17	1	99	-83	-24	-16	0	-6	-27	100
70	Cc1ccc(-n2c(SCC(=O)OC(C)C)nnc2-c2ccco2)cc1	100	-10	0	99	0	-21	-7	-2	-1	-8	99
